Screens deposited in PubChem BioAssay by Sanford-Burnham Center for Chemical Genomics.
MIN6 prolif – MIN6 beta-cell proliferation induction; MIN6 cells proliferation, ATPlite luminescence, 48 h; cells starved in 0.2% serum; 100% = growth in 10% serum; proliferation, % at 10 µM; actives 0.29% (n = 330,000);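 active means compounds whose signal lies at least 3.5 SD above the mean of all wells on their plate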;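 further: 0% = DMSO-treated cells in low-serum medium and 100% = 10% serum control; some compounds called inactive have numbers as strong as hits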
mIAP inh – mouse IAP inhibition; purified mouse IAP, CDP-Star luminescence, 30 min; inhibition, % at 10 µM; actives 0.2% (n = 330,000); AID 2806;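 active means inhibition of at least 40% at 10 µM in the primary screen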;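 further: plate controls were DMSO with enzyme for no effect and no enzyme wells for full effect; values of inactives mirror those of a sister screen read the other way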
mIAP activ – increases mouse intestinal alkaline phosphatase activity; AID 2805; activation factor at 10 µM; actives 0.24% (n = 330,000); muIAP, CDP-Star luminescence, 30 min; stronger effect = higher value; 1 = vehicle-only enzyme signal, 0 = enzyme-free wells;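 active means activation factor of at least 2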; further: the source names both 10 and 20 µM as test concentration; values of inactives mirror those of a sister screen read the other way
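Assay system: mouse IAP enzyme; reagent: chemiluminescent substrate CDP-Star; dosing: test compounds delivered from DMSO solution; schedule: 30 min at room temperature; measured by: luminescence from enzymatic CDP-Star hydrolysis; controls: DMSO-only wells and no-enzyme negative control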
tim10-1 inh – tim10-1 yeast growth inhibition; actives 2.2% (n = 330,000); inhibition, % at 20 µM; S. cerevisiae tim10-1 ts strain growth, BacTiter-Glo, 24 h;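 active means inhibition of at least 40%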;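 further: mutant grown at 25 °C; 0% = DMSO wells with yeast and 100% = wells holding no yeast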
A3A deaminase – human APOBEC3A DNA deaminase inhibition; P31941; recombinant A3A, FAM/TAMRA ssDNA deamination fluorescence; inhibition, % at 20 µM; actives 0.41% (n = 330,000);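 active means at least 40% inhibition at 20 µM here, with at most 30% in a related deaminase screen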;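 further: plate controls were A3A with DMSO for no effect and wells lacking A3A enzyme for full effect; some results filed as inactive read as strong as hits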
Target sequence (P31941 whole entry, looked up): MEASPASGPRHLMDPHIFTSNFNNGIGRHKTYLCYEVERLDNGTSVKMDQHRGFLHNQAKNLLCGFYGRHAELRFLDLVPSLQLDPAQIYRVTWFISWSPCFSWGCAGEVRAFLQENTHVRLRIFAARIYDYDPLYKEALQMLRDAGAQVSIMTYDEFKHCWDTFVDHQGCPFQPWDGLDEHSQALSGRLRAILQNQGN
hIAP block – blocks human intestinal alkaline phosphatase | P09923 | purified IAP, CDP-Star luminescence, 30 min | inhibition, % at 10 µM | actives 0.12% (n = 330,000) | AID 2544;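 active means inhibition reaching a set limit with compound at 10 µM in the primary screen, cut at about 35% in these data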;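 further: plate controls were DMSO wells with enzyme for no effect and no-enzyme buffer wells for full effect; values of inactives mirror those of a sister screen read the other way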
Target sequence (P09923 whole entry, looked up): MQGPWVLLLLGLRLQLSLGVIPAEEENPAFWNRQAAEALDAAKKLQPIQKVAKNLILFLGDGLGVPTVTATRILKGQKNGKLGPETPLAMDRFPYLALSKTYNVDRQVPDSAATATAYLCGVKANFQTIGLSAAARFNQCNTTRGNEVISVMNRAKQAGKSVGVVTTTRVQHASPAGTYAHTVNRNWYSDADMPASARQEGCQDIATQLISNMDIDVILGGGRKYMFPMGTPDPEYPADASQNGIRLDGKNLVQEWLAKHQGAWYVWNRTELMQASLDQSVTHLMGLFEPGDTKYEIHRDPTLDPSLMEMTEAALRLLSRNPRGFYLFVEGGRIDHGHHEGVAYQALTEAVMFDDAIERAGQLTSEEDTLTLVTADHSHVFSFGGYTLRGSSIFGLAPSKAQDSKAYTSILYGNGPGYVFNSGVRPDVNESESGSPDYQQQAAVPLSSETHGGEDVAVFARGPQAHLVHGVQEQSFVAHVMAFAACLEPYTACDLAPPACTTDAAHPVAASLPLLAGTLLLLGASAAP
NLRP3 yeast inh – NALP3 inhibition in yeast. Yeast reconstituted NLRP3/ASC/caspase-1, beta-gal luminescence, 24 h. inhibition, % at 10 µM. actives 0.39% (n = 330,000). AID 2825;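 active means inhibition of 50% or more; inactive means inhibition below 50%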;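 further: plate controls were induced DMSO wells for no effect and uninduced yeast grown without galactose for full effect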
A3G deaminase – inhibitors of human APOBEC3G DNA deaminase | Q9HC16 | recombinant A3G, ssDNA deamination FAM/TAMRA fluorescence | inhibition, % at 20 µM | actives 0.28% (n = 330,000) | AID 493012;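 active means inhibition of at least 40% at 20 µM, with no more than 30% in the related APOBEC3A deaminase screen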;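 further: plate controls were DMSO wells with A3G for no effect and wells lacking A3G enzyme for full effect; some compounds called inactive have numbers as strong as hits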
Target sequence (Q9HC16 whole entry, looked up): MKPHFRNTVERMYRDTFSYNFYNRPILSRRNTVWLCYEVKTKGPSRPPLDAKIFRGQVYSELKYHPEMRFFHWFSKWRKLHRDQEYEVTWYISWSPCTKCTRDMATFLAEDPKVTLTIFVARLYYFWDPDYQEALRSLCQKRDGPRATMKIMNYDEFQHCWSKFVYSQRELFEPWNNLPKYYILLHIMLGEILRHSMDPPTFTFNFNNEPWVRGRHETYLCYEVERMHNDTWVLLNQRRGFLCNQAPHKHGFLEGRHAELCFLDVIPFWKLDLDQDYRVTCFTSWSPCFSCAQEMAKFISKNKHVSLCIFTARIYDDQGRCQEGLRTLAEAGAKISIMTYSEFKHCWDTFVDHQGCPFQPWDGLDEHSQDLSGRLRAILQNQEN
TIM10 inh – growth inhibitors of TIM10 yeast strain; S. cerevisiae TIM10 strain growth, BacTiter-Glo luminescence, 24 h; inhibition, % at 10 µM; actives 1.4% (n = 330,000); AID 463195;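 active means inhibition of 40% or more at the single tested concentration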;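 further: wild-type TIM10 isogenic control strain grown at permissive 25 °C; 0% = DMSO yeast wells and 100% = minimal medium wells without yeast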
* marks the source's active call; other numbers are inactive results.

SMILES	MIN6 prolif	mIAP inh	mIAP activ	tim10-1 inh	A3A deaminase	hIAP block	NLRP3 yeast inh	A3G deaminase	TIM10 inh
CC(=O)c1cccc(NC(=O)c2csc3c2CCCCC3)c1	0.6	-3.8	1.04	32.3	8.8	-4.0	9.7	-1.9	19.2
Cc1nnc(SCC(=O)Nc2ncc3c(n2)CCCC3=O)s1	-2.2	5.4	0.946	4.8	-4.5	17.9	7.4	-9.9	5.1
C=C(C)Cn1c(SCC(=O)N/N=C/c2cccc(O)c2)nc2ccccc2c1=O	0.0	-1.6	1.02	12.2	0.5	-11.0	15.7	-0.7	7.0
Nc1ccc(C(=O)Oc2ccc([N+](=O)[O-])cc2)cc1	-3.7	8.7	0.913	8.8	-3.6	-9.4	-8.3	-13.1	12.8
COc1ccccc1NS(=O)(=O)c1cc(NC(=O)COc2ccccc2F)ccc1N1CCOCC1	-5.9	8.2	0.918	20.3	-1.1	-6.7	14.1	31.3	8.8
COc1ccc2c(c1)c1c(n2C(C)=O)C(OC(C)=O)=NCC1	3.5	-0.5	1	28.0	2.6	1.1	37.6	-2.5	16.9
S=C(NCCc1ccccc1)NCc1cccs1	0.0	-6.9	1.07	25.4	-4.8	19.3	4.4	-8.5	23.2
O=C(Nc1nc(-c2ccc(Cl)cc2)cs1)NC1CCCCC1	0.0	-268.6	3.69*	22.1	-0.4	6.8	19.1	-8.7	31.8
CC(C)=CC(=O)Nc1ccccc1Br	-3.2	-8.7	1.09	3.5	-8.2	-22.6	-12.5	-5.8	18.4
Cn1c(CCN2CCCCC2)nc2cc(NS(=O)(=O)c3ccc(F)cc3)ccc21	0.2	-8.6	1.09	22.5	-2.8	3.9	0.3	-4.6	-16.5
Cc1ccc([N+](=O)[O-])cc1S(=O)(=O)N1CCN(C)CC1	-2.1	6.9	0.931	-8.0	-2.4	4.8	-3.4	-7.0	1.8
Cc1ccc(S(=O)(=O)Nc2ccc3c(c2)c2c(n3S(=O)(=O)c3ccc(C)cc3)CCCC2=O)cc1	-3.7	7.7	0.923	-16.7	-1.1	0.8	-2.5	-4.2	-30.1
COc1ccc(Nc2n[nH]c(C)c2[N+](=O)[O-])cc1	0.1	3.4	0.966	-3.5	-1.5	14.5	32.7	-3.5	-3.0
COc1ccc(C(=O)O)cc1S(=O)(=O)N1CCSCC1	-2.4	-1.2	1.01	-5.6	-2.8	-12.3	15.8	-4.0	-8.8
Cc1cc(N2CCN(c3ccccc3)CC2)n2cc(-c3ccccc3)nc2n1	-1.6	-4.7	1.05	34.3	2.4	0.6	13.2	5.7	19.0
CC(=O)Nc1cc(S(=O)(=O)Nc2ccc(C)cc2)c(C)cc1C	1.2	-0.7	1.01	-4.6	1.8	22.1	13.0	-2.5	-4.0
Cc1cc(=O)[nH]c(-n2[nH]c3c(c2=O)CCCC3)n1	-3.2	18.7	0.813	-4.3	-2.1	-133.0	7.2	-1.5	0.3
COc1ccc(OCC(=O)NNC(=O)c2cccc(O)c2)cc1	-3.0	22.4	0.776	6.6	0.6	10.4	9.1	2.2	7.5
O=C1CCc2cc(S(=O)(=O)NC(Cc3ccccc3)C(=O)NCCC3=CCCCC3)ccc2N1 (stereo not drawn)	3.0	-17.3	1.17	2.2	-1.9	6.6	-1.2	-4.7	0.9
COc1ccc(CNC(=O)COC(=O)c2c(-c3c(F)cccc3Cl)noc2C)cc1OC	-1.9	-0.1	1	-0.3	4.4	-7.0	12.3	4.7	1.1

Three of the compounds above, as labelled records:
C=C(C)Cn1c(SCC(=O)N/N=C/c2cccc(O)c2)nc2ccccc2c1=O
- MIN6 prolif: 0.0
- mIAP inh: -1.6
- mIAP activ: 1.02
- tim10-1 inh: 12.2
- A3A deaminase: 0.5
- hIAP block: -11.0
- NLRP3 yeast inh: 15.7
- A3G deaminase: -0.7
- TIM10 inh: 7.0
Nc1ccc(C(=O)Oc2ccc([N+](=O)[O-])cc2)cc1
- MIN6 prolif: -3.7
- mIAP inh: 8.7
- mIAP activ: 0.913
- tim10-1 inh: 8.8
- A3A deaminase: -3.6
- hIAP block: -9.4
- NLRP3 yeast inh: -8.3
- A3G deaminase: -13.1
- TIM10 inh: 12.8
COc1ccccc1NS(=O)(=O)c1cc(NC(=O)COc2ccccc2F)ccc1N1CCOCC1
- MIN6 prolif: -5.9
- mIAP inh: 8.2
- mIAP activ: 0.918
- tim10-1 inh: 20.3
- A3A deaminase: -1.1
- hIAP block: -6.7
- NLRP3 yeast inh: 14.1
- A3G deaminase: 31.3
- TIM10 inh: 8.8

New compounds follow.
SMILES	MIN6 prolif	mIAP inh	mIAP activ	tim10-1 inh	A3A deaminase	hIAP block	NLRP3 yeast inh	A3G deaminase	TIM10 inh
COc1cccc(OC)c1NC(=O)CN1CCC(NC(=O)c2cccc(F)c2)CC1	-3.4	0.7	0.993	-1.6	-4.4	16.9	-0.2	-4.6	-4.9
Cc1ccc(Cl)cc1NC(=O)N[C@@H](C)C(=O)O	-3.0	11.0	0.89	-1.3	-18.4	-1.1	5.4	-7.4	-0.5
CS(=O)(=O)N(Cc1ccc(C(=O)NCCSc2ccccn2)cc1)c1ccccc1	-0.4	5.3	0.947	25.6	-7.2	-2.7	2.9	-8.6	-17.8
CCCCOc1ccc(C(=O)Nc2ccc(N3CCN(C(=O)C(C)C)CC3)cc2)cc1	-0.6	0.2	0.998	39.6	6.4	-7.7	10.3	0.4	36.9
O=C(NCCCn1ccnc1)c1cccc(S(=O)(=O)N2CCCCCC2)c1	-0.2	3.6	0.964	15.7	-6.1	-1.9	-4.9	-3.8	-10.9
NC(=O)[C@H]1CC2(CC(c3cccc(NC(=O)COc4ccc(Cl)cc4)c3)=NO2)CN1C(=O)c1ccccc1C(=O)c1ccccc1 (stereo partly drawn)	-7.1	-2.3	1.02	18.7	1.1	-16.3	8.8	9.1	19.7
CC1CCCC(NC(=O)C2CCCN2S(=O)(=O)c2cccc3nsnc23)C1C (stereo not drawn)	-3.9	-15.4	1.15	25.0	1.1	-0.3	12.7	-4.2	-10.9
CCC/C(=C1/c2ccccc2C(=O)N1c1ccccc1)c1ccc2[nH]ccc2c1	-6.1	0.1	0.999	9.8	0.3	4.3	11.9	-5.9	12.8
Cc1ccc(NC(=O)C(=O)NCCN2CCN(S(=O)(=O)c3ccccc3)CC2)cc1C	-2.2	5.1	0.949	-5.4	2.8	-12.2	16.3	-3.0	2.3
O=C(c1cc(-c2cccc(Cl)c2)on1)N1CCCCCC1	-3.1	9.6	0.904	-9.1	-1.9	2.1	26.0	-5.8	21.2
CNC(=S)N(CCc1c(C)[nH]c2ccc(F)cc12)Cc1ccco1	1.7	3.0	0.97	24.6	-4.4	-1.4	20.2	-5.0	22.1
Cc1ccc(N(Cc2ccc(C(=O)NN=C3CCN(C)CC3)cc2)S(C)(=O)=O)cc1C	-1.0	-6.1	1.06	6.0	4.1	-7.2	3.3	1.4	-6.7
N#Cc1ccc2[nH]cc(CCO)c2c1	-3.9	-2.1	1.02	13.3	-6.5	-2.7	7.3	-15.3	5.5
CCCOC(=O)c1c(-c2ccccc2)nc(CC)c(C(=O)SCC)c1CCC	-7.8	14.3	0.857	7.3	-1.6	-0.4	-4.8	-4.6	0.0
CCN(CC(=O)Nc1ccc(OC)cc1)C(=O)c1ccc(N2CCCC2=O)cc1	-3.3	-4.3	1.04	5.9	-2.4	9.5	8.5	-4.0	8.2
Cc1ccc(NS(=O)(=O)c2cc(NC(=O)c3cc4c(s3)CCCC4)ccc2C)c(C)c1	-5.2	-2.3	1.02	-2.2	7.1	1.4	7.0	-5.0	7.8
COc1ccc(NC(=O)C23CC4CC(C2)CC(n2cnc(Br)n2)(C4)C3)c(C)c1	-3.0	-1.8	1.02	22.7	3.1	-4.7	8.8	1.4	7.4
COc1ccc(S(=O)(=O)NNC(=O)c2cc3c4ccccc4n(C)c3s2)cc1	-1.0	8.1	0.919	4.7	0.8	8.9	26.9	-0.8	-19.9
CCCCN1C(N)=NC[C@@H]1C(C)O (stereo partly drawn)	-3.1	1.5	0.985	8.9	-3.1	4.8	6.6	-15.5	12.8
Cc1ccc(NC2CCCN(C(=O)CCC3=NNC(=O)CC3)C2)cc1C (stereo not drawn)	-0.4	-3.3	1.03	2.6	-5.7	-18.0	-8.0	-10.0	-2.1
O=C(CSc1nc(C2CC2)nc2c1cnn2-c1ccccc1)Nc1c[nH]c(=O)[nH]c1=O	4.5	12.6	0.874	-8.0	2.1	-30.7	12.1	12.4	3.6
CC(=O)Nc1ccc2c(c1)OCCOCCOc1cc(NC(C)=O)ccc1OCCOCCOCCO2	-1.9	2.3	0.977	13.3	-1.3	1.7	-2.9	-5.8	19.6
COCCNC(=S)NNC(=O)c1ccco1	-1.5	22.3	0.777	7.1	-0.6	3.9	5.1	-2.7	5.0
Cc1cccc(OCC(=O)N2CCC(c3ccccc3)C2)c1 (stereo not drawn)	-3.0	1.6	0.984	26.5	-2.8	7.3	-1.8	-7.0	15.7
O=C(CCl)N1c2ccccc2OCC1c1ccccc1 (stereo not drawn)	-2.8	-6.8	1.07	38.9	1.2	-3.0	-7.7	2.7	27.7
CCOC(=O)CC1COCCN1Cc1cn[nH]c1-c1cc(OC)c(OC)c(OC)c1 (stereo not drawn)	-2.8	2.2	0.978	6.2	6.2	-5.3	-3.5	-1.3	-17.3
COc1ccc(S(=O)(=O)N2CCc3ccccc32)cc1C(=O)OCC(=O)c1c(N)n(C)c(=O)n(C)c1=O	-5.1	-5.9	1.06	25.7	-6.6	3.7	-4.6	-4.6	-16.4
COc1ccc(S(=O)(=O)N2CCC(C(=O)NCC3CCCO3)CC2)cc1 (stereo not drawn)	-0.8	-6.1	1.06	7.1	5.1	-7.8	15.9	-0.6	-6.0
N#C/C(=C\c1ccc(N2CCOCC2)o1)C(=O)N1CCOCC1	1.3	11.5	0.885	9.6	2.0	-2.6	18.0	1.4	4.0
CC(=O)NCCn1c(SCC(=O)NCC2CCCO2)nc2ccccc2c1=O (stereo not drawn)	-0.4	-2.5	1.02	-8.5	-0.1	-0.4	-15.8	-2.5	0.1
CN(C)CCCNC(=O)c1cc(S(=O)(=O)N2CCOCC2)ccc1F	0.0	-2.3	1.02	-1.4	-3.4	5.8	-7.8	-1.8	-6.9
CCCNC(=O)c1cc(Cl)c(NC(=O)C2=C(C)OCCS2)cc1OC	-1.3	-1.1	1.01	20.8	-1.3	2.1	33.1	-0.3	9.4
Cc1ccc(C(CC(=O)O)Nc2nc(N3CCOCC3)nc(N3CCOCC3)n2)cc1 (stereo not drawn)	-0.8	-2.4	1.02	4.1	-0.7	-14.3	8.4	-4.4	4.4
COc1ccc(S(=O)(=O)Nc2cccc3c2O[C@@H](CN(C)CC2CC2)[C@@H](C)CN([C@@H](C)CO)C3=O)cc1	-0.5	-5.4	1.05	11.8	-3.1	4.4	8.7	-8.7	2.3
Cc1ccc(S(=O)(=O)NCC(=O)OCC(=O)Nc2ccc3c(c2)OCCO3)cc1	-0.2	-7.4	1.07	5.6	1.4	-6.0	-2.0	1.4	-4.3
COC(=O)CCCCCC(CCC(=O)OC)NC(C)=O (stereo not drawn)	-1.4	-1.1	1.01	12.1	0.8	0.3	7.6	-2.5	-18.8
COCCC1CCCCN1C(=O)c1ccc(OC)c(OC2CCN(C(C)=O)CC2)c1 (stereo not drawn)	1.8	-3.9	1.04	-12.5	-1.4	12.9	15.3	5.5	1.9
COc1ccccc1-c1nnc(SC(C)C(=O)N2CCOCC2)o1 (stereo not drawn)	-1.2	5.7	0.943	2.6	2.3	3.8	9.2	-0.1	-3.1
CC(C)(C)C(=O)C(Cc1ccccc1)n1cncn1 (stereo not drawn)	-0.5	-4.1	1.04	9.9	-2.0	-6.6	14.4	-4.3	13.9
